RGS7-Gao = RGS7-Galphao binding modulators, primary screen, biochemical, multiplexed bead flow cytometry | Guanine nucleotide-binding protein G(o) subunit alpha (Homo sapiens), P09471 | actives lie on both sides | binding response (% of control), % at 10 µM | 220,000 tested, 0.35% active | AID 1439, 2008; in the data active = binding response below about 49% or above about 150%;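 also: fluorescent Galphao held in activated GDP-AlF4 state binding bead-coupled RGS7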
Bim-Bcl-XL = inhibitors of Bim-Bcl-XL binding, primary screen, biochemical, multiplexed, bead flow cytometry, human Bcl-XL; Bcl-2-like protein 1 (Homo sapiens), Q07817; Bim peptide-Bcl-XL binding, fluorescence; 190,000 tested, 0.04% active; inhibition, % at 10 µM
Bcl-W Bim block = inhibitors of Bim binding to Bcl-W, primary screen, biochemical, multiplexed, bead-based flow cytometry. Bim peptide-Bcl-W binding. inhibition, % at 10 µM. 190,000 tested, 0.02% active;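 also: 0% = bound tracer without compound and 100% = peptide blocker; higher means less fluorescent Bim peptide bound to Bcl-W beads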
ABCG2 inh = ABCG2 efflux pump inhibitors, primary screen, multiplex with ABCB1, IgMXP3 cells, flow cytometry | Broad substrate specificity ATP-binding cassette transporter ABCG2 (Homo sapiens), Q9UNQ0 | JC-1 efflux | inhibition, % at 6.6 µM | 190,000 tested, 0.1% active;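 active = inhibition above 80%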;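 also: 0% = DMSO and 100% = nicardipine control wells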
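Test system: IgMXP3 (ABCG2) plus far-red-tagged CCRF-Adr (ABCB1) cells. Reagent: JC-1 dye as substrate. Timing: 10 min exposure at 25 °C with rotation, no wash. Measured by: flow cytometric JC-1 green MFI at 530 nm. Read-out: percent efflux inhibition, scaled nicardipine 100% to DMSO 0%. Control set: nicardipine and DMSO wells.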
ABCB1 block = ABCB1 efflux pump inhibitors, primary screen, cell-based, multiplex, flow cytometry, ABCG2 counter-screen; ATP-dependent translocase ABCB1 (Homo sapiens), P08183; CCRF-Adr cells, JC-1 efflux; inhibition, % at 6.6 µM; 190,000 tested, 0.067% active; AID 1326, 2008; in the data active = inhibition above about 40%;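 also: 0% = vehicle and 100% = reference inhibitor; higher value means more JC-1 retained so stronger ABCB1 efflux block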
Target sequence (P08183 whole entry, looked up): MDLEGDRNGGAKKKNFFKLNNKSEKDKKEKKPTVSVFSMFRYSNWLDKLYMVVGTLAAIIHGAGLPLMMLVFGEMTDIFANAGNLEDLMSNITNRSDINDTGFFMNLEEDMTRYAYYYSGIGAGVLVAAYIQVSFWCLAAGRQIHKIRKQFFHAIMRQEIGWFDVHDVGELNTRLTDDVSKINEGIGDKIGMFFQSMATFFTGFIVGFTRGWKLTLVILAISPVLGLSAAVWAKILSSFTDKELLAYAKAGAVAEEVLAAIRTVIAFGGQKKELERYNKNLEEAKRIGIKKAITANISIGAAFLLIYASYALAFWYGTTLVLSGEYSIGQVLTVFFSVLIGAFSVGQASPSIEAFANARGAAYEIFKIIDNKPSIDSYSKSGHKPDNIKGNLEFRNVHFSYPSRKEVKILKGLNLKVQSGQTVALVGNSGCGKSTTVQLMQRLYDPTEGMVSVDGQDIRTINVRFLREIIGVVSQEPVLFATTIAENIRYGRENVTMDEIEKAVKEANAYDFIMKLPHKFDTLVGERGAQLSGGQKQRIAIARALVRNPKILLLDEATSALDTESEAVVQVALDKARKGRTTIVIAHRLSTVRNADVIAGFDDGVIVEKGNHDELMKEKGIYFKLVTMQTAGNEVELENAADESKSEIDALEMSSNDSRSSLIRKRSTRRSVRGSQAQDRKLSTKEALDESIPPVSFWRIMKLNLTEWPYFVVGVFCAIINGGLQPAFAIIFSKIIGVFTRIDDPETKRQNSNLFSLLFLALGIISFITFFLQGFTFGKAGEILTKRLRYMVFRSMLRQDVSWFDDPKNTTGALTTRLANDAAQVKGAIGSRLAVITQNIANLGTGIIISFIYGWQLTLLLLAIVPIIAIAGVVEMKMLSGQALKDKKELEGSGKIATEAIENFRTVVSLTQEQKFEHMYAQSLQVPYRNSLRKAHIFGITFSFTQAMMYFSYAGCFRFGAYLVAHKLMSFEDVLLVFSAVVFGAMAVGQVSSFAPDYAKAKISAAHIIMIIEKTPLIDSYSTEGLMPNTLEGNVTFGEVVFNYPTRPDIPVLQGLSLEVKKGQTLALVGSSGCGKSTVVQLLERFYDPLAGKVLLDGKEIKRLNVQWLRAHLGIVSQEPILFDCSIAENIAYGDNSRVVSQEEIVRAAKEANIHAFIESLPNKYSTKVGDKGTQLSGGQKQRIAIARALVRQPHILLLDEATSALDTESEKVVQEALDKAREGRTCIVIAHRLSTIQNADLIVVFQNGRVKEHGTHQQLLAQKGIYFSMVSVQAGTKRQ
Bim-Bcl-B = inhibitors of Bim-Bcl-B binding, primary screen, biochemical, multiplexed, human Bcl-2 family; Bcl-2-like protein 10 (Homo sapiens), Q9HD36; bead-based flow cytometry, Bim peptide-Bcl-B binding; 190,000 tested, 0.073% active; inhibition, % at 10 µM;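 also: 0% = tracer peptide without compound and 100% = reference inhibitor peptide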
RGS4-Gao reg = modulators of RGS4 binding to Galphao, primary screen, biochemical, multiplexed bead flow cytometry; binding response (% of control), % at 10 µM; actives lie on both sides; Guanine nucleotide-binding protein G(o) subunit alpha (Homo sapiens), P09471; 220,000 tested, 0.33% active; in the data active = binding response below about 49% or above about 150%; inactive = in between;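 also: fluorescent Galphao activated with aluminum fluoride binding bead-coupled RGS4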
Mcl-1 Bim block = inhibitors of Bim peptide binding to Mcl-1, primary screen, biochemical, bead-based flow cytometry, multiplex; Induced myeloid leukemia cell differentiation protein Mcl-1 (Homo sapiens), Q07820; Bim peptide-Mcl-1 binding; inhibition, % at 10 µM; 190,000 tested, 0.1% active;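 also: 0% = no compound tracer wells and 100% = peptide blocker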
RGS8-Gao = RGS8-Galphao binding modulators, primary screen, biochemical, multiplexed bead flow cytometry; actives lie on both sides; AID 1423, 2008; 220,000 tested, 0.34% active; Guanine nucleotide-binding protein G(o) subunit alpha (Homo sapiens), P09471; response (percent of control binding), % at 10 µM; in the data active = response below about 60% or above about 140%; inactive = in between;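 also: Galphao activated as the GDP aluminium fluoride complex binding bead-coupled RGS8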
Bfl-1 Bim block = inhibitors of Bim binding to Bfl-1, primary screen, biochemical, multiplexed, bead-based flow cytometry | 190,000 tested, 0.12% active | inhibition, % at 10 µM | Bim-Bfl-1 binding inhibition | Bcl-2-related protein A1 (Homo sapiens), Q16548;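 also: 0% = wells without compound plus tracer and 100% = blocker peptide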
Bim-Bcl-2 = inhibitors of Bim-Bcl-2 binding, primary screen, biochemical, multiplexed, human Bcl-2 family; 190,000 tested, 0.06% active; Bead-based flow cytometry, Bim peptide-Bcl-2 binding; Apoptosis regulator Bcl-2 (Homo sapiens), P10415; inhibition, % at 10 µM; AID 950, 2007; in the data active = inhibition above about 40%;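 also: 0% = no compound wells with probe peptide and 100% = reference peptide inhibitor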
* = called active by the depositor; . = no result given. Rule as the data show it, unless noted: active = inhibition above about 40%.

SMILES	RGS7-Gao	Bim-Bcl-XL	Bcl-W Bim block	ABCG2 inh	ABCB1 block	Bim-Bcl-B	RGS4-Gao reg	Mcl-1 Bim block	RGS8-Gao	Bfl-1 Bim block	Bim-Bcl-2
CCOC(=O)CC1C(=O)NCCN1C(=O)Nc1ccc(Cl)cc1 (stereo unspecified)	103	-13	0	3	0.0	-8	104	0	100	-11	-10
CCOc1ccc(OCCOc2ncnc3ccccc23)cc1	100	-2	0	2	0.1	-2	94	-2	105	-1	-2
COc1ccc(OC)c(/C=N/N(C)c2ccccc2)c1	97	-5	0	7	1.7	-5	89	1	95	-10	-9
CNS(=O)(=O)c1cccc2cccnc12	98	-6	0	1	0.7	-7	101	-2	102	-13	-7
CC(=O)N1CCN(CCN=CC2=C(O)CC(c3ccco3)CC2=O)CC1 (stereo unspecified)	98	-1	0	10	0.6	-5	99	0	100	-14	-8
CCOc1ccc(S(=O)(=O)N(C)c2ccc(OCC(=O)Nc3nc(-c4cc(OC)ccc4OC)cs3)cc2)cc1	99	-3	0	2	0.4	2	103	0	103	6	0
CC1(O)CC(c2ccc(Cl)cc2)=NN1C(=O)c1ccc([N+](=O)[O-])cc1 (stereo unspecified)	87	-3	-4	0	-0.3	-4	94	-2	94	-5	-7
Cc1cc(C)nc(N2N=C(CSc3ccc(Cl)cc3)CC2=O)n1	100	-2	-1	4	2.4	-1	101	-1	100	-6	-2
Cc1ccc(-c2nnc(SCC(=O)Nc3ccc4c(c3)OCCO4)n2N)cc1	97	-1	0	1	-0.3	-9	98	0	100	-11	-6
COc1cccc(C(=O)N2CCN(C(=O)c3cccs3)CC2)c1OC	101	5	0	-12	0.3	1	99	0	103	2	6
Cc1c(C(=O)NCc2ccc3c(c2)OCO3)oc2ccccc12	89	6	1	5	-0.1	10	92	6	70	15	7
CN1CCN(C(=O)c2ccc(-n3cccn3)nc2)CC1	99	-6	-3	2	0.6	-5	102	-6	101	-5	-4
CC(=O)c1cc(C)ccc1OC(=O)c1cccc2nc(C)oc12	94	-6	-3	2	0.5	-8	92	-2	93	-12	-10
CCOc1ccc2nnnn2n1	102	-3	-2	1	0.0	0	100	-1	103	5	0
Cc1ccc(S(=O)(=O)N2CCN(C(=O)c3nn(C(C)C)c(=O)c4ccccc34)CC2)cc1C	104	-3	0	2	5.6	-6	102	0	101	-10	-8
S=c1[nH]nc(-c2ccccc2)c2ccccc12	102	-9	-5	1	-0.3	-33	100	-6	98	6	-3
CCOC(=O)C(CC)n1cnc2c(nnn2-c2ccc(OC)cc2)c1=O (stereo unspecified)	101	-15	-4	18	1.2	-11	105	-5	104	-21	-16
NC(=O)C1(N2CCCCC2)CCN(C2CC(=O)N(Cc3cccs3)C2=O)CC1 (stereo unspecified)	101	-4	-1	0	0.0	0	104	-4	109	-2	0
CCN(CC)Cc1c(O)c(Cl)cc2c3c(c(=O)oc12)CCCC3	94	0	0	2	0.8	-2	100	-3	101	-1	-1
COc1cccc(NC(=O)N2CCCC2)c1	104	1	0	8	0.6	2	101	1	101	-2	1
O=C(NCc1ccc(F)cc1)C1CCCN(S(=O)(=O)c2cccnc2)C1 (stereo unspecified)	101	-5	-1	8	1.2	-6	99	-4	102	-17	-12
COc1cc(OC)cc(C(=O)N2CCN(C3CCN(Cc4ccccc4)CC3)CC2)c1	99	2	2	3	0.3	3	101	0	100	0	-2
O=C(Cc1ccc(Cl)cc1)N/N=C1\CCCc2ccccc21	98	-1	-4	0	0.0	-4	104	-7	100	-3	-3
CC(=O)c1cccc(NC(=O)COc2cc3oc(=O)c(CC(C)O)c(C)c3cc2Cl)c1 (stereo unspecified)	94	-2	-3	33	2.6	-8	97	-3	98	-6	-5

Among those listed so far, 2 have an aryl thioether with sulfur outside any ring.
SMILES	RGS7-Gao	Bim-Bcl-XL	Bcl-W Bim block	ABCG2 inh	ABCB1 block	Bim-Bcl-B	RGS4-Gao reg	Mcl-1 Bim block	RGS8-Gao	Bfl-1 Bim block	Bim-Bcl-2
Cc1cc(C)nc(N2N=C(CSc3ccc(Cl)cc3)CC2=O)n1	100	-2	-1	4	2.4	-1	101	-1	100	-6	-2
Cc1ccc(-c2nnc(SCC(=O)Nc3ccc4c(c3)OCCO4)n2N)cc1	97	-1	0	1	-0.3	-9	98	0	100	-11	-6

The list continues.
SMILES	RGS7-Gao	Bim-Bcl-XL	Bcl-W Bim block	ABCG2 inh	ABCB1 block	Bim-Bcl-B	RGS4-Gao reg	Mcl-1 Bim block	RGS8-Gao	Bfl-1 Bim block	Bim-Bcl-2
Cc1c(C(=O)N(C)C)c2ccc(Cl)cc2n1O	105	-5	-1	0	-0.4	-6	101	-3	100	0	-3
Cc1ccccc1N=C1c2cc([N+](=O)[O-])ccc2-c2ncccc21	101	-8	-3	0	-0.3	-3	104	-3	108	0	0
O=S(=O)(NC1CCCCC1Sc1ncccn1)c1ccccc1 (stereo unspecified)	112	1	1	0	0.4	4	109	-4	106	12	7
O=C(c1cnc(-c2ccccc2)s1)c1ccc(Cl)cc1Cl	98	-3	-1	2	0.4	-1	98	-3	101	-5	0
C/C(=N\NC(=S)Nc1c(C)cccc1C)c1cc2ccccc2o1	108	-3	-4	0	0.2	-5	101	-3	103	-1	-2
CCc1nc(SCC(=O)NCc2ccco2)c2c3c(sc2n1)CCCC3	98	-11	-1	49	3.5	-17	99	-5	99	-12	-6
Cc1cc(OC(C)C(=O)N/N=C/CC(C)c2ccccc2)ccc1Cl (stereo unspecified)	97	2	1	.	.	-2	92	-3	95	1	0
Cc1ccnc(Sc2ncccc2[N+](=O)[O-])n1	98	-3	0	0	0.2	-8	97	-5	99	-11	-12
Cc1cc(C)n2nc(SCC(=O)N(C)Cc3ccccc3)nc2n1	81	5	-3	0	-0.1	-4	55	-3	76	-5	-7
O=C(NNc1nc(N2CCOCC2)nc(N2CCOCC2)n1)Nc1ccc(Cl)cc1	100	-3	-3	10	1.5	-3	99	0	103	-5	-1
CCOC(=O)c1ccccc1NC(=O)c1cc2sccc2n1C	101	-1	1	4	0.1	-4	106	1	105	-9	-7
C[C@@H](C(=O)Nc1ccc2ccccc2c1)[C@H]1C[C@]1(C)[C@H](NP(=O)(c1ccccc1)c1ccccc1)c1ccccc1	102	-8	-4	7	2.5	-7	97	-5	102	0	-7
Cc1cc(C)nc(N/N=C/c2ccco2)n1	92	-2	3	.	.	-3	80	7	91	-9	-1
COC(=O)C1=C(C)NC2=C(C(=O)CC(C)(C)C2)C1c1cn(Cc2ccc(Br)cc2)nc1-c1ccccc1 (stereo unspecified)	97	-2	-1	5	9.5	0	98	0	101	-1	0
CC(=O)c1cn(CC(=O)NCc2ccco2)c2ccccc12	98	0	-2	2	0.2	-2	101	-2	101	-3	-3
COc1ccc(C(=O)NC(=S)N2CCN(C)CC2)cc1Br	97	-4	0	4	1.5	-3	99	2	99	-1	3
COc1cccc(OC)c1C(=O)N1CCN(S(=O)(=O)c2ccccc2)CC1	96	-5	-2	-1	-0.1	-1	98	1	103	-3	-1
CCn1c2ccccc2c2cc(NC(=O)CSc3nnc(-c4cccc(OC)c4)n3N)ccc21	92	0	2	1	0.8	-2	95	1	95	0	-5
Cc1cc(C)n(-c2cc(Cl)cc(Cl)c2)c(=O)c1C#N	97	-3	0	5	0.4	0	101	1	101	1	4
CCNC(=O)C1CCN(S(=O)(=O)c2ccc(F)cc2)CC1	97	-14	-5	10	1.1	-11	100	-9	102	-24	-16
CC(NC(=O)CNC(=S)N(Cc1ccccc1)Cc1cccnc1)c1ccccc1 (stereo unspecified)	97	-3	-4	10	3.2	-11	94	-1	101	-5	-1
COc1ccc(NC(=S)Nc2ccccc2OC)c(OC)c1	111	-1	-2	2	0.4	-3	109	3	105	-5	0
Cn1c(CCNC(=O)c2ccccc2)nc2ccccc21	102	-3	-1	1	0.1	-3	99	-1	100	0	0
COc1ccc(C(=O)NCc2cc(C)nc3ccccc23)cc1	104	-2	1	1	0.5	-4	100	0	102	-1	-1
CC(=O)C1=C(C)NC2=C(C(=O)CC(C)(C)C2)C1C (stereo unspecified)	103	-1	0	-3	-0.6	-1	104	2	104	-2	-2
COc1ccc(Cl)cc1S(=O)(=O)n1nnc2ccccc21	96	-1	1	0	0.0	-3	102	3	102	-9	-6
Clc1ccc(-c2nnc3n2CCCC3)cc1	95	-2	0	1	0.2	-1	99	-1	100	-4	-3
Cc1ccccc1NC(=O)Cc1nc(CSc2nnc(C3CCCCC3)n2N)cs1	104	-7	-3	0	-2.2	-12	96	-4	94	-14	-5
COc1ccc(/C(=N\O)c2nccc3cc(OC)c(OC)cc23)cc1OC	102	1	3	3	1.3	0	102	-5	97	4	-1
CC(C)N(Cc1nc(-c2ccccc2)no1)C(=O)CN(C)S(=O)(=O)c1ccc(Br)cc1	99	1	0	3	1.1	-1	101	-2	101	-1	-1
CCn1cc(CN2CCc3c([nH]c4ccccc34)C2c2cccc(OC)c2)c(C)n1 (stereo unspecified)	103	0	0	3	1.4	-8	104	0	104	-6	-5
CC(=O)Nc1ccc2c(c1)nc(CN1CCCC1)n2C	100	0	4	0	0.1	-3	99	3	101	-9	-2
Cc1ccc(-c2nc3cc(NC(=O)C(C)C)ccc3o2)cc1	100	-2	1	7	0.3	-7	102	-3	103	-5	-6
Cc1cc(C(=O)CCl)c(C)n1CC1COc2ccccc2O1 (stereo unspecified)	98	0	0	0	-0.3	-3	98	0	98	-6	-2
Fc1ccc(Cn2c(-c3cscn3)nc3ccccc32)c(Cl)c1	103	-2	3	2	0.6	-4	103	0	100	-12	-9
N/C(=N\OC(=O)/C=C/c1ccccc1)c1ccncc1	88	1	-1	6	-0.3	0	95	3	96	-5	0
COc1cc(OC)cc(-c2cn[nH]c2N)c1	103	2	0	19	0.0	-2	99	1	105	0	-2
Cc1ccccc1OCc1nc2ccccc2c(=O)n1NC(=O)c1ccco1	97	-3	0	8	0.4	-8	102	-1	101	-14	-2
CCN(CC)CCCn1c(=S)[nH]c2ncccc2c1=O	104	-9	-5	10	1.6	-13	101	-8	97	-21	-13

One compound at a time (already shown).
Cc1ccccc1NC(=O)Cc1nc(CSc2nnc(C3CCCCC3)n2N)cs1 across the screens: RGS7-Gao = 104; Bim-Bcl-XL = -7; Bcl-W Bim block = -3; ABCG2 inh = 0; ABCB1 block = -2.2; Bim-Bcl-B = -12; RGS4-Gao reg = 96; Mcl-1 Bim block = -4; RGS8-Gao = 94; Bfl-1 Bim block = -14; Bim-Bcl-2 = -5
COc1ccc(/C(=N\O)c2nccc3cc(OC)c(OC)cc23)cc1OC across the screens: RGS7-Gao = 102; Bim-Bcl-XL = 1; Bcl-W Bim block = 3; ABCG2 inh = 3; ABCB1 block = 1.3; Bim-Bcl-B = 0; RGS4-Gao reg = 102; Mcl-1 Bim block = -5; RGS8-Gao = 97; Bfl-1 Bim block = 4; Bim-Bcl-2 = -1
